Compound activity: PubChem, several laboratories
GLD-1 RNA inh = GLD-1-TGE RNA interaction inhibition (C. elegans); Q17339; purified GLD-1 + fluorescein TGE RNA, fluorescence polarization; inhibition, % at 5.96 µM; hit rate 0.44% among 320,000;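 active means percent inhibition above a per-plate cutoff, the plate mean of test compounds plus 3 SD, cut at about 30% in these data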;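 further: 0% = DMSO wells with GLD-1 and probe and 100% = wells lacking GLD-1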
Target sequence (Q17339 whole entry, looked up): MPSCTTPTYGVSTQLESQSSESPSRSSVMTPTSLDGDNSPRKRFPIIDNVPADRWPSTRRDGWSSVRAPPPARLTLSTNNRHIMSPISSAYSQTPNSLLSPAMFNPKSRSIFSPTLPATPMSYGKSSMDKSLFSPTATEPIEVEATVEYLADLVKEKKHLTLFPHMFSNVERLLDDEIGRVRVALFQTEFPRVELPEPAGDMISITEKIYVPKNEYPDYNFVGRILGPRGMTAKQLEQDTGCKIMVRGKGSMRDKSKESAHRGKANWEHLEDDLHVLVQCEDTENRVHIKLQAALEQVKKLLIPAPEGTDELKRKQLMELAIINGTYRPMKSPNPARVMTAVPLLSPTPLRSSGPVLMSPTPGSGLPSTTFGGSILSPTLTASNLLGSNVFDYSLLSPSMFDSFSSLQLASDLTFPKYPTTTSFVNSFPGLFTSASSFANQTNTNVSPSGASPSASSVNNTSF
EBNA-1 inhibitor = blocks EBNA-1 binding to DNA; EBNA-1 DNA binding, fluorescence polarization; hit rate 0.34% among 300,000; AID 1950; inhibition, % at 14.8 µM; in the data active means inhibition above about 28%
Yeast superoxide = yeast age-related superoxide inhibition as caloric restriction mimetic. S. cerevisiae aged cells, superoxide DHE fluorescence; hits give low values. superoxide response (% of plate mean), % at 10 µM. hit rate 0.18% among 330,000. AID 2690;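 active means superoxide response under a set limit, about three screen SD below normal, cut at about 65% in these data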;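 further: yeast aged for seven days with compound at 30 °C before DHE staining; 100% = average MFI of all compound-treated wells on the plate with controls excluded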
ZTA DNA inh = counter-screen for EBNA-1 inhibitors: inhibitors of Epstein-Barr virus ZTA. inhibition, % at 11 µM. AID 2234. P03206. hit rate 0.15% among 320,000. ZTA-DNA binding, fluorescence polarization; in the data active means inhibition above about 33%
BCLXL inh = blocks human Bcl-xL binding to Bim BH3 peptide. GST-Bcl-xL / FITC-Bim BH3 peptide fluorescence polarization. inhibition, % at 10.9 µM. AID 2129. hit rate 0.7% among 320,000. Q07817;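 active means inhibition above the mean of all tested compounds plus 3 SD, cutoff set per campaign, cut at about 30% in these data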;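 further: 0% = DMSO wells and 100% = unlabeled Bim-BH3 peptide competitor; inhibitors lower millipolarization by displacing the labeled peptide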
MCL1-BIM inh = inhibitors of human MCL1 binding to BIM-BH3 peptide; GST-MCL1 / FITC-Bim-BH3 fluorescence polarization; inhibition, % at 10.9 µM; hit rate 0.68% among 320,000; AID 2057;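 active means inhibition above the mean inhibition of all tested compounds plus 3 SD, set per campaign, cut at about 40% in these data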;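 further: 0% = DMSO wells and 100% = unlabeled Bim-BH3 peptide control; higher means more loss of mP so more displacement of Bim peptide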
Efflux pump mplx = inhibitors of Candida antifungal efflux pumps expressed in yeast. S. cerevisiae Candida pump triplex, Nile Red efflux. inhibition, % at 10 µM. hit rate 0.44% among 330,000;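 active means plate passing quality check with inhibition over a set limit, or well fluorescence over plate mean plus 4 SD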;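 further: Nile Red retained in pooled yeast measured as flow cytometry median fluorescence; 0% = buffer negative control and 100% = Enniatin B positive control; higher means more Nile Red kept so more efflux inhibition; some compounds called inactive have numbers as strong as hits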
Fam108B counter = counter-screen for RBBP9 inhibitors: inhibitors of mouse Fam108B; inhibition, % at 9.51 µM; recombinant Fam108B, FP-Rh probe fluorescence polarization; hit rate 0.33% among 300,000;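 active means inhibition above the screen mean inhibition plus 3 SD, computed separately per campaign, cut at about 18% in these data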;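 further: inhibitors lower polarization as less probe binds the enzyme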
MEX-5 binding = C. elegans MEX-5 TCR-2 RNA binding activity | activity score (negative = inhibition of binding), % at 10 µM | Q9XUB2 | hit rate 0.38% among 300,000 | MEX-5/FITC-TCR2 RNA binding, fluorescence polarization; hits give low values;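 active means inhibition past about -25% in most replicates, and total fluorescence under double the plate's negative control median, limit read from the data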;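 further: 0% = DMSO and -100% = 5 µM competing unlabeled TCR2 RNA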
Target sequence (Q9XUB2 whole entry, looked up): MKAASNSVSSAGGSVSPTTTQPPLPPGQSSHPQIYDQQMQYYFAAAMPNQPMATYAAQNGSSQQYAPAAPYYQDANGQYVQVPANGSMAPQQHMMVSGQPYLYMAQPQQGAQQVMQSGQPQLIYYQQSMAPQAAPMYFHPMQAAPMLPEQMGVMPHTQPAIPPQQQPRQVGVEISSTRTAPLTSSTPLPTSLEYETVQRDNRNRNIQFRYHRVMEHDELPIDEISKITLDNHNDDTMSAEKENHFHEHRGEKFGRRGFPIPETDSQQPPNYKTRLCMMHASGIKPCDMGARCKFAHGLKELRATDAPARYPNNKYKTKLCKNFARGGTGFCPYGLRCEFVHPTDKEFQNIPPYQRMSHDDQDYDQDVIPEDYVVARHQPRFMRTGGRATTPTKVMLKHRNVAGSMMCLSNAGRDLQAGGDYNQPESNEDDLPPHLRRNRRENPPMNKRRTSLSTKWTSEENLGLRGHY
* = called active by the depositor; . = no result given; & = joins results of further samples.

Second line of a record – GLD-1 RNA inh	EBNA-1 inhibitor	Yeast superoxide	ZTA DNA inh	BCLXL inh	MCL1-BIM inh	Efflux pump mplx	Fam108B counter	MEX-5 binding
1) COc1ccc(-n2ccc(=O)c(C(=O)O)n2)cc1
  -10	0	105	-6	2	-1	-0.2	4	1.6
2) Cc1cccc(C(=O)N/N=C/c2cc(Br)c(Br)o2)c1
  -5	0	81	10	9	13	0.8	1	-2.2
3) CSc1ccc(-c2nc(CSCC(=O)NC3CC3)c(C)o2)cc1
  -7	-7	87	-3	-4	0	0.1	3	0.6
4) COc1ccc(F)cc1CN1CCN(C(=O)CCC(=O)Nc2nnc(C(C)C)s2)CC1
  2	-1	97	1	1	-3	0.0	-4	2.0
5) O=C(OCc1nc2ccccc2[n+]([O-])c1C(=O)c1ccccc1)c1cccnc1
  -5	-6	103	3	0	3	0.0	-2	0.8
6) Cc1ccc(OCc2cc(C(=O)N3CCN(CC(=O)NC(C)C)CC3)no2)cn1
  4	-4	139	1	7	1	-0.2	2	4.3
7) CCS(=O)(=O)Nc1ccc2c(c1)OCO2
  27	-10	96	10	41*	36	-0.1	1	-1.3
8) CN(C)CCNc1nc2c(c(=O)[nH]c(=O)n2C)n1CCOc1ccccc1
  -5	-15	100	-4	4	-4	-0.1	2	-1.4
9) N/C(=N\OC(=O)c1ccccc1)c1ccccn1
  5	6	133	-6	8	11	-0.1	-1	-0.8
10) O=C1Nc2cc(C(=O)NCCCN3CCCC3)ccc2S/C1=C\c1ccccc1
  5	4	74	-8	6	3	0.1	-3	-4.1
11) Cc1ccc(OCCC(=O)OC(C)C(=O)Nc2c(C)n(C)n(-c3ccccc3)c2=O)cc1 (stereo not given)
  1	-8	110	-14	4	5	0.1	1	3.8
12) Cc1ccc(NCc2ccc(Cl)nc2)c(NCc2ccc(Cl)nc2)c1
  4	-13	112	-18	7	7	0.0	5	1.1
13) O=C(NCc1nnc(SCC(=O)N2CCc3ccccc32)o1)c1cccs1
  -1	4	102	-11	2	8	-0.1	-1	-5.1
14) N#Cc1ccc(Oc2cccc(C(=O)O)c2)cc1C#N
  0	1	106	-3	-2	-6	0.0	0	1.6
15) CC(C)[C@H](NC(=O)[C@@H]1Cc2c([nH]c3ccccc23)C2c3ccccc3C(=O)N21)C(=O)NCC1CCCO1 (stereo not given in full)
  5	-4	94	-3	7	6	-0.1	1	2.0
16) Cc1cccc(-c2n[nH]c(=S)n2/N=C/c2ccco2)c1
  -1	-9	100	-3	-25	-18	0.2	1	1.6
17) Cc1occc1C(=O)NCCCc1ccccc1
  10	0	95	-16	2	1	-0.1	-4	2.4
18) CCN(CC)P(=O)(Nc1ccc(Br)cc1)c1c(C)nn(CCC#N)c1NC(=O)c1ccc(Cl)cc1 (stereo not given)
  -3	-3	104	-11	6	9	0.2	2	6.1
19) Cn1c(=O)n(Cc2ccccc2)c(=O)c2c1nc1n2CCS1
  6	9	92	18	6	-2	0.2	-4	-0.1
20) CCCOc1ccc(C(=O)CCC(=O)OCC(=O)Nc2ccc(Oc3ccccc3)cc2)cc1
  9	12	111	13	-1	-3	-0.2	-14	1.6
21) Cc1nc2ccc(C(=O)N(C)CC3CCCN(CCc4ccc(Cl)cc4)C3)cc2[nH]1 (stereo not given)
  1	14	124	7	10	-3	-0.1	3	2.9
22) Cc1ccccc1CC1(CO)CCCN(C(=O)c2ccc(F)cc2)C1 (stereo not given)
  -2	-4	101	8	-3	-2	0.3	1	1.5
23) O=C(c1cc(F)c(F)cc1Cl)N1CCCCC1
  -4	-16	121	0	4	4	0.3	2	1.3
24) O=C(c1ccc(Cl)c(Cl)c1)N1CCC(O)(CN2CCOCC2)CC1
  6	-6	105	0	3	7	-0.1	-1	-2.0
25) O=C(COC(=O)/C=C/c1cccc(F)c1)Nc1ccccc1
  2	-4	97	-21	1	5	0.0	1	-0.6
26) CC(=O)Oc1cccc(C(=O)Nc2ccc(NC(=O)c3cccs3)cc2)c1
  9	3	81	0	-3	1	0.2	-2	-0.8
27) CCCCn1c(=N)n(CC(O)COc2cccc(C)c2)c2ccccc21 (stereo not given)
  8	15	107	4	-2	-2	-0.1	0	0.1
28) CN1CCN(/N=C/c2ccc(N(C)c3ccccc3)cc2)CC1
  3	-5	96	5	3	7	0.2	0	-0.2
29) O=C(CSc1nnc(NC(=O)c2ccc(F)cc2)s1)NCc1ccco1
  0	-14	114	5	4	-3	0.1	-2	-1.3
30) CC(OC(=O)CN1C(=O)NC2(CCCC2)C1=O)C(=O)c1ccc(C(C)(C)C)cc1 (stereo not given)
  4	4	109	6	-2	-14	0.0	-4	0.9
31) O=C(Cc1ccc(Cl)c(Cl)c1)Nc1cccnc1
  1	-2	117	0	3	3	0.0	-3	0.8
32) O=[N+]([O-])c1cccc(-c2noc(COc3ccccc3)n2)c1
  -2	-3	78	-13	4	0	0.0	2	-1.1
33) O=C(CN1C2CCCC1CC(NC(=O)C1CCCCC1)C2)Nc1ccccc1C(F)(F)F (stereo not given)
  6	-10	115	7	-2	-4	0.1	-1	0.9
34) CN1CCN(C(CNS(=O)(=O)c2cccs2)c2cccnc2)CC1 (stereo not given)
  5	-2	104	-3	12	10	0.0	6	-1.1
35) COc1ccc(N(C(=O)c2ccco2)C(C(=O)NC2CCCC2)c2ccccc2)cc1 (stereo not given)
  3	7	105	20	4	3	-0.2	-3	-1.2
36) O=C(NC(Cc1ccccc1)C(=O)O)/C(=C/c1cccc(Br)c1)NC(=O)c1ccco1 (stereo not given)
  8	-6	98	-19	1	1	0.0	-8	-1.0
37) COc1cccc(CNc2ccc(F)c(Cl)c2)c1OC
  -1	-8	88	-7	0	4	0.2	-2	3.7
38) O=C(c1ccccc1-c1ccccc1)N1CCN(c2ccccn2)CC1
  11	7	92	1	1	6	-0.1	5	-0.5
39) O=C(NCc1ccccc1)C(c1ccccc1)N(C(=O)c1csnn1)C1CC1 (stereo not given)
  2	0	89	-13	-2	11	-0.1	-2	0.6
40) COc1cc(C(=O)NCCc2cn3ccc(C)cc3n2)cc(OC)c1OC
  5	10	109	22	-2	0	0.0	-6	2.8
41) CC(=O)c1ccc(N(CC(=O)NC2CCCCC2)C(=O)CNC(=O)c2ccco2)cc1
  -2	-2	94	16	-1	-5	0.1	-2	-2.2
42) O=C(Nc1ccccc1N1CCOCC1)C1CCN(S(=O)(=O)c2cccc(C(F)(F)F)c2)CC1
  -8	-2	93	-16	3	10	0.3	2	-0.1
43) COc1ccc(CN2CCC(n3nccc3NC(=O)CCOc3ccccc3)CC2)cc1C
  1	12	113	2	0	2	0.0	-1	0.9
44) COCCNC(=S)N1CCN(c2cccc(C)c2C)CC1
  3	-6	95	-5	3	8	0.0	1	0.4
45) CCCn1nc(C(=O)OCC(=O)c2ccccc2)c2ccccc2c1=O
  0	7	100	3	1	2	-0.1	2	0.6
46) Cc1ccccc1N1Cc2ccccc2C1
  1	4	94	13	4	24	-0.2	-1	0.1
47) O=C(O)c1ccc(SCc2cnc(Cl)s2)cc1
  8	4	137	11	5	7	0.0	2	0.6
48) Cc1cccn2c(=O)nc(SCC(=O)N3CCC(Cc4ccccc4)CC3)nc12
  1	-11	105	11	3	1	0.0	4	-0.2
49) CS(=O)(=O)CCSc1ncccc1C(=O)NCc1cccs1
  3	1	109	-7	2	8	0.0	1	1.0
50) CCOC(=O)c1csc(NC(=O)CSc2nnnn2-c2ccc3c(c2)OCCO3)n1
  0	0	105	-4	4	7	-0.2	1	0.8
51) O=C1CSC(c2ccccc2)N1c1ccc([N+](=O)[O-])cc1 (stereo not given)
  -3	-3	91	4	4	-1	0.5	-2	-3.9
52) O=C(Cn1nnc(-c2ccccc2F)n1)NCc1ccco1
  1	-4	85	0	5	5	0.1	1	1.5
53) Cc1ccc(S(=O)(=O)N2CCN(C(=O)[C@H](Cc3ccccc3)NC(=O)c3ccco3)CC2)cc1C
  -1	.	90	3	2	2	-0.4	.	.
54) Cc1csc(SCC(=O)Nc2cc(C(C)(C)C)nn2-c2ccccc2)n1
  -4	-4	109	-9	-4	-4	0.2	-1	-0.3
55) COc1ccc(-n2ncc3c2CC(C)(C)CC3NC(=O)c2ccnn2C)cc1 (stereo not given)
  5	1	90	-10	4	2	-0.1	-2	1.2
56) CCN1CCc2c(sc(NC(=O)c3cc4ccccc4cc3OC)c2C(N)=O)C1
  -22	0	93	24	-11	-17	0.2	-3	1.9
57) Cc1cccc(NC(=O)C(=O)NCCCN2CCOCC2)c1
  15	-5	123	-11	0	4	0.0	2	-0.4
58) CCOC(=O)c1c(C)[nH]c(C)c1S(=O)(=O)N1CCN(c2ccc([N+](=O)[O-])cc2)CC1
  -5	2	102	8	6	6	-0.1	-1	0.5
59) Cc1cc(=O)oc2cc(O)c(N=Nc3ccccc3)cc12
  -2	-4	124	-4	-6	-3	0.0	9	0.4
60) CN(C(=O)Cn1nnc2ccccc2c1=O)C1CCCCC1
  -7	8	92	14	1	-2	0.1	-7	0.1

Other results
Second line of a record – GLD-1 RNA inh	EBNA-1 inhibitor	Yeast superoxide	ZTA DNA inh	BCLXL inh	MCL1-BIM inh	Efflux pump mplx	Fam108B counter	MEX-5 binding
61) COCCn1c(SCC(=O)NC2CCCC2)nnc1-c1ccco1
  6	-7	87	-19	4	-3	-0.6	-1	3.2
62) COc1ccccc1N1CC(C(=O)Nc2ccc(N3CCOCC3)cc2)CC1=O (stereo not given)
  3	.	110	0	-1	4	-0.2	.	.
63) COc1cccc(N/N=C(\C#N)S(=O)(=O)C(C)(C)C)c1
  -3	-14	101	-3	1	-4	0.1	0	-0.1
64) COc1ccc(/C=N/NC(=O)c2nn(-c3ccccc3)c(=O)c3c(N)scc23)cc1
  5	-5	127	-9	25	41*	-0.2	10	3.0
65) CCc1ccccc1OCC(=O)Nc1cccc(S(=O)(=O)NC2=NCCC2)c1
  3	.	111	-5	0	-3	0.3	.	.
66) Cc1cccc(C)c1NC(=S)N1CCCN(Cc2ccc(F)cc2)C1
  8	0	105	-4	2	-2	0.6	-7	-1.7
67) COc1ccc(CNC(=O)CCCc2ccccc2)cc1
  2	-3	103	-8	2	11	0.0	1	0.9
68) CCOc1ccc(S(=O)(=O)NCCCN2CCCC2=O)cc1
  -7	5	94	-2	6	1	0.0	0	1.5
69) COc1ccc(C(=O)NCCc2ccccc2)cc1OC
  -7	4	99	-6	3	0	-0.1	1	-0.9
70) CCOC(=O)c1c(C)n(C)c2cc(-c3cccc(C(F)(F)F)c3)c(O)cc12
  4	6	109	-7	2	9	-0.1	-2	-2.4
71) O=C(NC1CCC(C(=O)O)CC1)OCc1ccccc1 (stereo not given)
  3&2	1&5	98&99	-6&7	7&2	1&3	-0.1&0.0	3&-4	0.7&2.9
72) CS(=O)(=O)N1N=C(c2cccs2)CC1c1ccccc1F (stereo not given)
  6	13	94	8	4	1	-0.2	0	-0.8
73) CCCCn1nc2cc(C(=O)NCc3ccco3)ccc2c1OCC
  0	7	94	18	3	-6	0.0	-2	3.4
74) CC1(C)Cc2c(sc3c2c(=N)n(Cc2ccco2)c(=O)n3CC(=O)Nc2cccc(Cl)c2)CO1
  3	-14	108	-13	-3	-3	0.2	-21	5.2
75) O=C(COc1ccc(F)cc1F)Nc1cccnc1
  9	-10	99	-13	2	0	4.8	2	1.9
76) CCn1ccc(C(=O)NCCCN2CCCC2=O)n1
  5	-1	104	-13	6	5	0.0	2	2.5
77) CC(=O)N(Cc1ccc(F)cc1)Cc1nc2ccccc2c(=O)[nH]1
  1	-5	91	-3	9	9	0.0	2	-1.0
